# From PubChem BioAssay
# PAFAH1B2 inh – PAFAH1B2 (human) inhibition | P68402 | recombinant PAFAH1B2, FP-rhodamine activity probe, fluorescence polarization | inhibition, % at 3.39 µM | hit rate 1.2% among 340,000 | AID 492953;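 active = inhibition above the mean of all tested compounds plus 3 SD, cut at about 24% in these data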;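 also: 0% = enzyme with DMSO and 100% = wells lacking PAFAH1B2; many of its hits are not listed in these tables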
# ZTA counter – ZTA (EBV) inhibition in EBNA-1 counter-screen. inhibition, % at 11 µM. hit rate 0.15% among 320,000. ZTA-DNA binding, fluorescence polarization. P03206; in the data active = inhibition above about 33%
# PREPL inh – inhibitors of human prolyl oligopeptidase-like enzyme PREPL. recombinant PREPL, fluorescence polarization activity-based probe. inhibition, % at 5.96 µM. hit rate 0.68% among 320,000; in the data active = inhibition above about 43%;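 also: 0% = enzyme with DMSO and 100% = wells lacking enzyme; many of its hits are not listed in these tables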
# PAFAH1B3 FP inh – PAFAH1B3 (human) inhibition; Q15102; recombinant PAFAH1B3, FP-rhodamine probe, fluorescence polarization; inhibition, % at 3.39 µM; hit rate 0.28% among 340,000; AID 492972;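 active = inhibition above the screen-wide average of all tested compounds plus 3 SD, cut at about 25% in these data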;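 also: 0% = enzyme with DMSO only and 100% = wells lacking PAFAH1B3 protein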
# Target sequence (Q15102 whole entry, looked up): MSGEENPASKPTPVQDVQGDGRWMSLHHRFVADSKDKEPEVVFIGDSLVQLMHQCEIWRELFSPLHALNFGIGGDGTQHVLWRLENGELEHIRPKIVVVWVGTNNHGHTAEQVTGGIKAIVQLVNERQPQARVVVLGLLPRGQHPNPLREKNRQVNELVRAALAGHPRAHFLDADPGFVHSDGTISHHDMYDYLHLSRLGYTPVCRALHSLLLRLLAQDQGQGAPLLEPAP
# LYPLA2 counter – blocks human lysophospholipase 2, a PME1 counter-screen; inhibition, % at 5.9 µM; recombinant LYPLA2, FP-Rh probe fluorescence polarization; hit rate 0.38% among 320,000; O95372; AID 2177;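 active = inhibition above the screen-wide mean plus 3 SD, limit set per campaign, cut at about 26% in these data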;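 also: 0% = LYPLA2 with DMSO and 100% = wells lacking LYPLA2 enzyme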
# Target sequence (O95372 whole entry, looked up): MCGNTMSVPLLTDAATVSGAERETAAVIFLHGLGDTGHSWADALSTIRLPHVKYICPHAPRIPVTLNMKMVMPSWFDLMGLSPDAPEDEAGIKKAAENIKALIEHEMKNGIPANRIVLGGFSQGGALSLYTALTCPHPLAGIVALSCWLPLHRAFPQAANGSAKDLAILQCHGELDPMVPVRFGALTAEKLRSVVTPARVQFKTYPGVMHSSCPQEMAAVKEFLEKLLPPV
# pPAFAH inh – inhibitors of human plasma PAF acetylhydrolase (pPAFAH). recombinant pPAFAH, FP-rhodamine probe fluorescence polarization. inhibition, % at 3.39 µM. hit rate 1.5% among 330,000. Q13093;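 active = inhibition above the mean inhibition across the screen plus 3 SD, cut at about 25% in these data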;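 also: inhibitors block binding of the rhodamine activity-based probe so polarization drops; 0% = enzyme with DMSO and 100% = wells lacking pPAFAH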
# Target sequence (Q13093 whole entry, looked up): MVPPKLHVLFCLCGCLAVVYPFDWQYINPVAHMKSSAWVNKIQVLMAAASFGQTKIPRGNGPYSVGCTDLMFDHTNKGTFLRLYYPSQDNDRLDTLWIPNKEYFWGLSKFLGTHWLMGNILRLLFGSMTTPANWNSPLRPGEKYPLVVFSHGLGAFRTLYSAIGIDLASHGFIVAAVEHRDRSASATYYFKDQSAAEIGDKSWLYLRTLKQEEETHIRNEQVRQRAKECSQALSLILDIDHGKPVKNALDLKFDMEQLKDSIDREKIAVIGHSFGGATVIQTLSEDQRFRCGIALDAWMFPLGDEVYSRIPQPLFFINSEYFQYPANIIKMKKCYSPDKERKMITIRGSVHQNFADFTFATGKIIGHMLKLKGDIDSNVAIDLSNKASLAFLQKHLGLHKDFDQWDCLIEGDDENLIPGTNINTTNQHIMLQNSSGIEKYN
# PAFAH2 FP inh – PAFAH2 (human) inhibition; recombinant PAFAH2, FP-rhodamine activity probe, fluorescence polarization; inhibition, % at 3.39 µM; hit rate 0.99% among 340,000; AID 492956;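 active = inhibition above the mean over all tested compounds plus 3 SD, cut at about 30% in these data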;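 also: inhibitors block probe labeling of enzyme so polarization drops; 0% = enzyme with DMSO and 100% = wells lacking PAFAH2 protein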
# LYPLA1 inh – counter-screen for PME1 inhibitors: inhibitors of human LYPLA1; recombinant LYPLA1, FP-Rh probe fluorescence polarization; inhibition, % at 5.9 µM; hit rate 0.16% among 320,000; AID 2174;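 active = inhibition above the mean of all tested compounds plus 3 SD, set per campaign, cut at about 14% in these data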;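 also: inhibitors block serine hydrolase probe labeling of LYPLA1 so polarization falls; 0% = enzyme with DMSO and 100% = wells lacking LYPLA1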
# EBNA-1 inhibitor – blocks EBNA-1 binding to DNA | EBNA-1 DNA binding, fluorescence polarization | inhibition, % at 14.8 µM | hit rate 0.34% among 300,000 | AID 1950; in the data active = inhibition above about 28%
# Numbers without * were called inactive; · = no result given; & = joins results of further samples. Some of the compounds tested, so the mix of outcomes need not match the whole.
compound	PAFAH1B2 inh	ZTA counter	PREPL inh	PAFAH1B3 FP inh	LYPLA2 counter	pPAFAH inh	PAFAH2 FP inh	LYPLA1 inh	EBNA-1 inhibitor
COc1ccccc1N1CCN(Cc2cc(Br)c(O)c3ncccc23)CC1	4	-2	5	9	0	30*	10	-5	-6
COc1ccc(-c2csc(NCCc3nc4cc(Cl)c(Cl)cc4n3CCCO)n2)cc1	16	3	35	4	-1	13	4	-4	-11
CC(=O)Nc1nc2ccccc2n1Cc1ccccc1C	2	-2	-18	1	-5	4	-5	1	1
Cc1ccc(C)c(N2CCN(C(=O)c3ccc(Cn4c(=O)[nH]c5ccccc5c4=O)cc3)CC2)c1	1	-4	-14	7	-27	4	5	-19	3
Cc1ccc(CN2C(=O)CSc3ccc(C(=O)NCCN4CCOCC4)cc32)cc1	-1	7	-20	-2	4	9	-7	5	-8
COc1ccccc1C1CC(c2ccccc2)=NN1C(=O)c1ccccc1 (stereo unspecified)	7	-9	-7	6	3	10	3	1	-5
O=C(NCc1ccccc1)c1onc(CSc2ccccc2)c1C(=O)NCC1CC1	-6	11	1	0	-57	-2	-7	-26	14
Nc1c(Cl)cc(Cl)cc1C(=O)OCC(=O)N1CCCC1	6	-2	8	-1	-1	4	0	-4	2
CCc1nc(C)c(C(=O)N2CCCC(C(=O)Nc3cccc(-c4cccc(C)c4)c3)C2)o1 (stereo unspecified)	-2	0	5	-6	3	3	-11	2	-1
COC(=O)C(Cc1ccc(OC(=O)c2ccc(C(F)(F)F)cc2)cc1)N1Cc2ccccc2C1=O (stereo unspecified)	-1	20	15	6	-8	2	2	-2	-1
O=C(NCCO)c1ccc2c(c1)S(=O)(=O)c1ccccc1C2=O	2	-12	15	0	6	3	11	5	-8
O=c1[nH]c(SCc2ccc(Cl)cc2)nc2ccsc12	·	11	-2	·	0	8	·	-2	-14
O=[N+]([O-])c1ccc(Oc2cccc(F)c2)c2ccncc12	9	-8	33	-1	43*	10	2	6	6
CCCC(=O)N(CCN1CCOCC1)c1nc2c(C)ccc(C)c2s1	0	-6	10	6	6	5	5	3	-8
CCCc1cc(=O)c2c(O)cccc2o1	2	7	-8	7	1	1	3	2	4
CC1=C/C(=N\N=C2\NC(=O)C(CC(=O)Nc3ccccc3)S2)CC(C)(C)C1 (stereo unspecified)	15	-14	-6	1	1	9	2	2	-8
CCN(CC(=O)Nc1cc(Cl)ccc1C)C(=O)CCOc1ccc(C)cc1	-4	5	8	0	-1	3	-3	1	-2
Cc1ccc(NC(=O)COc2ccccc2)cc1S(=O)(=O)N1CCCCCC1	-1	-1	15	-6	-3	2	-6	-6	1
CCOC(=O)C1=CNS(=O)(=O)NC1c1ccccc1 (stereo unspecified)	3	·	·	4	·	6	-1	·	·
O=C(NNC(=O)c1ccc[nH]1)Nc1cccc(C(F)(F)F)c1	6	15	-7	6	0	1	4	1	5
Cc1ccc(C(O)CN2C3=NCCN3c3ccccc32)cc1 (stereo unspecified)	3	12	-2	2	3	0	-6	-2	-1
N#Cc1cc2c(nc1SCC(=O)O)CCCC2	-3	12	-4	5	1	4	-13	-2	-2
COc1ccc(-c2cc(C(=O)Nc3sc4c(c3C#N)CCCC4)c3ccccc3n2)cc1OC	-8	-10	-2	-13	-10	4	-9	-1	-5
C/C(=N\NC(=O)Cc1c(C)[nH][nH]c1=O)c1cccc(Br)c1	4	14	11	9	2	3	4	-1	-2
Cc1c(CCO)c(=O)[nH]n1C(=O)c1c(F)cccc1F	-8	-1	0	1	1	1	-2	-3	11
CCOc1cccc2sc(N(CCN(C)C)C(=O)c3cc4ccccc4cc3OC)nc12	0	-9	-36	0	-2	-1	1	1	-16
CS(=O)(=O)Cc1ccc(C(=O)NC2CCSc3ccccc32)cc1 (stereo unspecified)	6	7	1	7	1	6	-7	0	2
O=C(Nn1cnnc1)C1Cc2ccccc2CN1S(=O)(=O)c1ccc(F)cc1 (stereo unspecified)	15	-1	-2	3	4	5	-8	0	5
CCNC(=S)N1CCC(C(N)=O)CC1	0	-3	15	5	-3	1	-5	0	-9
Fc1ccc(COc2ccccc2CNCc2ccncc2)cc1	-3	8	-28	0	4	2	8	2	8
Cc1ccc(-c2nnn(CC(=O)N(CC(=O)NC3CCCCC3)c3cnc4ccccc4c3)n2)o1	-4	-7	9	-3	7	4	-3	-2	-5
C/C(CC(=O)Nc1ccccn1)=N\NC(=O)c1ccc(C)cc1	2	2	3	1	4	-4	-9	-1	6
CCCCNC(C(=O)Nc1cccc(S(=O)(=O)N2CCOCC2)c1)c1ccccc1 (stereo unspecified)	2	2	2	1	-1	3	0	1	-6
Fc1cc2nc(-c3ccncc3)[nH]c2cc1F	0	0	-4	6	0	7	-10	-3	6
COc1ccccc1N1CCN(C2CCN(S(=O)(=O)c3ccc4ccccc4c3)CC2)CC1	1	-3	7	9	-1	2	-2	3	13
Cc1ccc(CS/C(Nc2ccccc2C)=C(\C#N)C(=O)NCc2ccco2)c(C)c1	-2	-3	-3	1	-1	28*	-10	-6	-7
CCS(=O)(=O)CCSc1nc2c(cc1C#N)CCCC2	0	11	18	11	-4	8	-2	-4	-6
Cc1cccc(-n2c(=O)[nH]c3c(C(N)=O)nc(-c4ccccc4Cl)nc32)c1	1	7	-3	1	-1	-1	4	-3	10
Cc1ccc(C)c(NC(=O)NCc2ccccn2)c1	-1	0	12	-1	2	-8	-3	0	-7
COc1ccc(C(=O)NC(=O)CSc2n[nH]c(N)n2)cc1	7	·	-5	6	·	-1	2	·	·
CN(C(=O)c1cccc([N+](=O)[O-])c1)c1ccccc1C(=O)NCc1ccccc1	6	10	6	0	1	-1	3	-1	11
N/C(=N\OC(=O)C(c1ccccc1)c1ccccc1)c1ccccn1	4	2	-5	1	0	17	0	-3	3
C#CCNC(=O)C(C)c1ncc(C(F)(F)F)cc1Cl (stereo unspecified)	4	-1	-4	0	-6	16	-2	-1	8
Cc1ccc(S(=O)(=O)N2CCC(=O)N(CCOC(=O)Nc3ccccc3C)CC2)cc1	22	7	11	3	-6	1	0	3	-5
Cc1ccc(NC(=S)N2CCN(C(=O)C3CCCO3)CC2)cc1 (stereo unspecified)	4	21	-2	9	-6	1	-1	-1	7
Cc1cc(F)ccc1NC(=O)Cn1c(C)csc1=O	8	10	-2	4	-1	1	1	3	·
COc1cc2c(cc1OC)C1=NC(=O)CN1C(SCc1ccccc1C)=N2	4	5	25	8	6	4	7	-1	-15
CCOc1ccccc1-c1nc(-c2ccc(C)nc2OC)no1	-1	-4	3	-1	2	4	-2	3	2
Cc1ccc(C)c(NC(=S)NC2CC3CCCC(C2)N3CC(C)C)c1 (stereo unspecified)	0	9	18	-9	-4	4	-12	-2	1
Cc1ccc(S(=O)(=O)N2CCN(C(=O)COC(=O)CNC(=O)c3ccc(Cl)cc3Cl)CC2)cc1	4	-19	-1	2	0	4	7	1	-13
O=c1[nH]c(SCc2ccccc2)nc2c1sc1ccccc12	5	4	2	7	-5	6	15	-4	16
Cn1c(C(=O)O)cc2cc(F)ccc21	3	4	12	8	1	2	1	1	6
O=C(CN1CCN(C(c2ccccc2)c2ccccc2)CC1)N1CCN(c2ccccc2)CC1	·	4	19	·	-4	-1	·	-2	-3
COc1ccc(C(=O)Nc2ccnn2C2CCN(C(C)CSC)CC2)cc1 (stereo unspecified)	4	7	2	16	1	6	5	-5	0
Cc1nn(C)cc1CN1CCC(CO)(CCOc2ccccc2)CC1	2	-21	10	8	3	3	6	1	-3
O=C(c1cc(-c2ccc(Cl)s2)nc2ccccc12)N1CCCC1	0	-13	-4	0	-1	4	6	-4	0
CN(C)S(=O)(=O)c1ccc(Cl)c(C(=O)NNC(=O)Cc2nc3ccccc3n2C)c1	0	9	5	1	3	2	-2	-2	·
CN(C)CCC(c1ccccc1)c1ccccn1 (stereo unspecified)	3&-1&-1	20&3	7&17	-3&3&-1	-8&2	1&-3	7&10&-5	-4&1	6&-4
CC1CCN(c2nc(/C=C/c3ccccc3)nc3ccccc23)CC1	-5	-4	6	-1	-6	-16	-10	-8	-1
COC(=O)c1ccc(COc2ccc(/C=C/C(=O)c3ccc(OC)c(CSCC(=O)O)c3)cc2OC)cc1	0	14	9	0	-20	29*	-4	-5	7

# Laid out differently: entries from further up.
Cc1ccc(C)c(N2CCN(C(=O)c3ccc(Cn4c(=O)[nH]c5ccccc5c4=O)cc3)CC2)c1
  PAFAH1B2 inh = 1	ZTA counter = -4	PREPL inh = -14	PAFAH1B3 FP inh = 7	LYPLA2 counter = -27	pPAFAH inh = 4	PAFAH2 FP inh = 5	LYPLA1 inh = -19	EBNA-1 inhibitor = 3

Cc1ccc(CN2C(=O)CSc3ccc(C(=O)NCCN4CCOCC4)cc32)cc1
  PAFAH1B2 inh = -1	ZTA counter = 7	PREPL inh = -20	PAFAH1B3 FP inh = -2	LYPLA2 counter = 4	pPAFAH inh = 9	PAFAH2 FP inh = -7	LYPLA1 inh = 5	EBNA-1 inhibitor = -8

COc1ccccc1C1CC(c2ccccc2)=NN1C(=O)c1ccccc1 (stereo unspecified)
  PAFAH1B2 inh = 7	ZTA counter = -9	PREPL inh = -7	PAFAH1B3 FP inh = 6	LYPLA2 counter = 3	pPAFAH inh = 10	PAFAH2 FP inh = 3	LYPLA1 inh = 1	EBNA-1 inhibitor = -5

# Further compounds:
compound	PAFAH1B2 inh	ZTA counter	PREPL inh	PAFAH1B3 FP inh	LYPLA2 counter	pPAFAH inh	PAFAH2 FP inh	LYPLA1 inh	EBNA-1 inhibitor
COc1ccccc1-c1nn(-c2ccccc2)cc1C(=O)N1CCc2ccccc2C1	0	8	14	7	-1	-4	-1	3	·
O=C(NCCC1=CCCCC1)C1CCN(S(=O)(=O)c2ccccc2)CC1	4	-5	0	4	28*	1	4	0	-1
COc1ccc(NC(=O)C2CCCN(S(=O)(=O)c3ccc4[nH]c(=O)ccc4c3)C2)cc1OC (stereo unspecified)	3	8	0	3	7	6	-4	0	7
CC1CN(c2ccccc2)CCN1C(=O)c1cc(COc2c(F)cccc2F)on1 (stereo unspecified)	2	-3	-3	4	6	9	0	0	-8
CCn1c(C)nnc1SCC(=O)Nc1ccccc1Cl	-1	-2	5	6	3	6	0	1	-1
Cc1sc2ncn(CC(=O)NC3CCCCC3)c(=O)c2c1C	3	15	5	1	-4	-1	-5	-3	·
CC(=O)Nc1ccc(S(=O)(=O)NCCc2cc3c(C)ccc(C)c3[nH]c2=O)cc1	3	13	4	2	-6	1	-3	0	10
COc1cc(Cl)ccc1OCc1cc(C(=O)N(C)C2CC(C)(C)NC(C)(C)C2)no1	2	-7	24	-2	-2	2	3	-1	-5
CCCC(=O)NCCCc1nc2ccccc2[nH]1	-2	-2	-1	0	-2	-6	-9	0	-10
Cc1ccc(S(=O)(=O)n2nc(-n3c(C)ccc3C)c3c(F)cccc32)c2ccccc12	·	-9	-3	·	1	4	·	1	-7
Cc1ccc(NC(=O)CSCC(=O)Nc2nnc(C3CC3)s2)cc1	20	-3	0	9	2	3	-6	1	-5
CCn1c(SCC(=O)NC2CCCCC2)nc2c(c1=O)SCC2	4	-6	-7	1	2	3	1	-1	6
O=[N+]([O-])c1ccc(-n2nnnc2-c2ccccc2)cc1	-1	-5	5	-1	5	2	-1	2	11
CC1CCCN(C/C(O)=C(\C#N)c2nc3ccccc3[nH]2)C1 (stereo unspecified)	-1	-30	5	3	2	7	-3	3	-8
Cc1nc2ccccc2c(=O)n1NC(=O)Cc1ccc(Br)cc1	8	11	3	0	0	7	-5	-3	8
O=C(CN1CCOCC1)N(c1ccccc1)c1ccc2ccccc2c1	2	17	-1	2	-11	1	-2	0	8
O=C1CN(C(=O)CN2CCOCC2)C(c2ccccc2)c2cc(Br)ccc2N1 (stereo unspecified)	0	-8	8	6	5	3	4	2	1
